proKLK7 act: activates the human kallikrein-7 zymogen. P49862. purified proKLK7, EDANS-DABCYL substrate fluorescence; 100% is mature enzyme control, 0% vehicle. activation, % at 7 µM. hit rate 0.9% among 370,000. AID 652039;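 active = activation above the mean of all tested compounds plus 3 SD, computed per campaign excluding outliers beyond control limits, cut at about 13% in these data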
ASAP1 GAP inh: blocks human ASAP1-stimulated Arf1 GTP hydrolysis; Q9ULH1; GDP FP detection; inhibition, % at 16.5 µM; hit rate 0.19% among 360,000; in the data active = inhibition above about 25%;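 also: 0% = vehicle with enzyme and substrate and 100% = no enzyme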
Tn6 DDE FP: disrupts Tn6 cyclic peptide binding to fibrin D-Dimer-E complex | P02675 | hit rate 0.21% among 370,000 | inhibition, % at 8.3 µM | Fibrin DD(E) TRITC-Tn6 fluorescence polarization displacement;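 active = inhibition above a per-campaign cutoff: mean of compounds within control limits plus 3 SD, cut at about 15% in these data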;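 also: 0% = median of all compound wells on the plate and 100% = blocking peptide control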
Target sequence (P02675 whole entry, looked up): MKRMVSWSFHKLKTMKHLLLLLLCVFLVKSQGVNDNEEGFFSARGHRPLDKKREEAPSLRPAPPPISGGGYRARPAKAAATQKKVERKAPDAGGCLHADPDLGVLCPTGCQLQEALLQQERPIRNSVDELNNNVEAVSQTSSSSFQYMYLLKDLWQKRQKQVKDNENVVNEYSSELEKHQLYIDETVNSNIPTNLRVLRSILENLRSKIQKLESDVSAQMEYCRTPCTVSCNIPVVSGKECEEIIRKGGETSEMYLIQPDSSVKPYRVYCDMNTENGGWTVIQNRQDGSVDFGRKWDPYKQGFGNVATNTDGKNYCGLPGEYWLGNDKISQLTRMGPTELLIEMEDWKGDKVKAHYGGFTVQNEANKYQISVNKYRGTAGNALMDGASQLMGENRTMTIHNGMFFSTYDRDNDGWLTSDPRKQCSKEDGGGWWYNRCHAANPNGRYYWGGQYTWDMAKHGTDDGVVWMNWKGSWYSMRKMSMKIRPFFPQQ
sPLA2-III inh: Inhibits HGIII-sPLA2 liposome hydrolysis, primary screen | QFRET BODIPY PC-A2 liposome hydrolysis, fluorescence | inhibition, % at 12.2 µM | Q9NZ20 | hit rate 0.56% among 370,000 | AID 743126;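 active = inhibition above mean plus 3 SD of compounds lying within the high and low control bounds, cut at about 19% in these data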;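 also: 0% = median of test compound wells and 100% = no enzyme DMSO wells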
Target sequence (Q9NZ20 whole entry, looked up): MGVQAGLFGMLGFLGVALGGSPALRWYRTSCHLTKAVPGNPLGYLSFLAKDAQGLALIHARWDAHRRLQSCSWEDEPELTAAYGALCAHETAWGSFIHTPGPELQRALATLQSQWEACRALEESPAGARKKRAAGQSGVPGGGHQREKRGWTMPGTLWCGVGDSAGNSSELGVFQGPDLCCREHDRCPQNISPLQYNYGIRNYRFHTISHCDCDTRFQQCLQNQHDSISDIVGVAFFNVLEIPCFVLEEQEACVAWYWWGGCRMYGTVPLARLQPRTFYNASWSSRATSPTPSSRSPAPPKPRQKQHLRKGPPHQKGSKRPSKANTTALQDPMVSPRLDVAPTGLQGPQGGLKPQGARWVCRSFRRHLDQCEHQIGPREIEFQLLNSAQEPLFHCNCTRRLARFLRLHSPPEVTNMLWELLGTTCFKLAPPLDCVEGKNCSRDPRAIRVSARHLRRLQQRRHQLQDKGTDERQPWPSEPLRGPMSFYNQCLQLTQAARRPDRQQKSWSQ
rCAG RNA binder: binds r(CAG) RNA repeats | r(CAG) RNA repeat, TO-PRO-1 dye displacement fluorescence | inhibition, % at 3 µM | hit rate 1.3% among 370,000 | AID 651821;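 active = inhibition above the plate cutoff, the mean of all test compounds on that plate plus 3 SD, cut at about 35% in these data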;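 also: 0% = DMSO alone and 100% = 100 µM mitoxantrone as full dye displacement; higher means more dye released from RNA so lower well fluorescence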
ARFGAP1 inhibitor: inhibits rat ARF GTPase activating protein 1; inhibition, % at 16.5 µM; Arfgap1-stimulated ARF1 GTP hydrolysis, GDP FP detection; hit rate 0.26% among 360,000;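 active = inhibition above a per-plate limit, mean inhibition of low control wells plus 3 SD, cut at about 25% in these data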;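 also: 0% = DMSO wells with enzyme and 100% = wells lacking Arfgap1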
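System: truncated rat Arfgap1 GAP domain / Benchmarks: high control wells lacking Arfgap1, low control full reaction with DMSO / Times: compound-enzyme preincubation 20 min, reaction 120 min, detection 60 min, 25 °C / Repeats: one replicate per compound / Also added: human ARF1(Δ1-17)-GTP substrate / Measured by: Tracer-displacement fluorescence polarization with EDTA stop, 620/688 nm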
GAA850 FXN act: frataxin GAA850 promoter activation. hit rate 0.56% among 360,000. HEK293 lucGAA850 FXN promoter luciferase reporter, 24 h; percent of 10 µM SAHA response. activation, % at 6 µM;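 active = activation above the average of all compounds screened plus 3 SD, cutoff fixed separately per campaign, cut at about 7.5% in these data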;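 also: 0% = DMSO wells and 100% = 10 µM SAHA wells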
ADAM10 inh: inhibitors of human ADAM10. O14672. recombinant ADAM10, EDANS/DABCYL FRET peptide cleavage, 3 h. inhibition, % at 7 µM. hit rate 0.62% among 370,000. AID 720582;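 active = inhibition above a per-campaign cutoff equal to the mean of compounds falling between control-based bounds plus 3 SD, cut at about 20% in these data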;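 also: 0% = DMSO wells while the 100% control is not disclosed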
GC-B act: GC-B (human) receptor activation | HEK293-GC-B cells, CNP EC30, cGMP TR-FRET; 0% at EC30 CNP, 100% saturating CNP | hit rate 0.11% among 370,000 | P20594 | AID 1920062 | activation, % at 10 µM;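 active = activation at 10 µM reaching about 35% in either raw or pattern-adjusted values, limit read from the data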
NPR1 activator: GC-A (human) enzyme activation; P16066; HEK293 GC-A cells, cGMP TR-FRET, EC30 ANP; 0% at EC30 ANP, 100% saturating ANP; activation, % at 10 µM; hit rate 0.14% among 370,000; AID 1671463; in the data active = activation above about 40%
* marks the source's active call; other numbers are inactive results.

CC(NC(=O)CN1CCC(C(N)=O)CC1)c1ccccc1 (configuration not stated) was read as proKLK7 act -0.3, ASAP1 GAP inh -3.3, Tn6 DDE FP -1.1, sPLA2-III inh -2.3, rCAG RNA binder 4.3, ARFGAP1 inhibitor -14.1, GAA850 FXN act -0.2, ADAM10 inh 6.0, GC-B act -1.2 and NPR1 activator 1.6.
Screening COc1cc(Cl)cc(CN2CCC(CCC(=O)NC3CC3)CC2)c1OC returned proKLK7 act -0.7, ASAP1 GAP inh -7.3, Tn6 DDE FP 0.4, sPLA2-III inh 1.3, rCAG RNA binder -4.7, ARFGAP1 inhibitor 11.3, GAA850 FXN act 0.9, ADAM10 inh 5.6, GC-B act -8.4 and NPR1 activator -1.1.
CCN(CC(=O)Nc1c(F)cccc1F)C(=O)C(C)SCc1nc2sc(C)c(C)c2c(=O)[nH]1 (configuration not stated) was read as proKLK7 act -0.6, ASAP1 GAP inh 9.8, Tn6 DDE FP 1.7, sPLA2-III inh 2.7, rCAG RNA binder -4.3, ARFGAP1 inhibitor 6.7, GAA850 FXN act -1.6, ADAM10 inh -22.6, GC-B act -1.9 and NPR1 activator 1.1.
O=C(C1CCCN(S(=O)(=O)c2ccccc2)C1)N1CCN(c2ccc(F)cc2)CC1 (configuration not stated) was read as proKLK7 act 0.3, ASAP1 GAP inh -9.4, Tn6 DDE FP -1.9, sPLA2-III inh -7.3, rCAG RNA binder -4.7, ARFGAP1 inhibitor -2.4, GAA850 FXN act -3.0, ADAM10 inh 9.4, GC-B act -6.2 and NPR1 activator 1.7.
For CCN(CC)C(=O)CSc1nnc(-c2ccccc2)c(-c2ccccc2)n1 the results were proKLK7 act -0.9, ASAP1 GAP inh 6.1, Tn6 DDE FP -1.1, sPLA2-III inh -8.9, rCAG RNA binder -7.2, ARFGAP1 inhibitor -6.7, GAA850 FXN act 3.5, ADAM10 inh -1.4, GC-B act 0.5 and NPR1 activator -0.9.
Screening CC(C)c1cc(C(C)C)c(S(=O)(=O)NCC(=O)N2CCN(c3ncccn3)CC2)c(C(C)C)c1 returned proKLK7 act -0.1, Tn6 DDE FP 7.2, sPLA2-III inh -2.8, rCAG RNA binder 1.5, ADAM10 inh 6.5, GC-B act -10.6 and NPR1 activator -3.2.
For CC(=O)Nc1ccc(-c2csc(Nc3cccc(C)n3)n2)cc1 the results were proKLK7 act 0.2, ASAP1 GAP inh -4.4, Tn6 DDE FP -1.6, sPLA2-III inh -20.8, rCAG RNA binder 8.8, ARFGAP1 inhibitor -5.2, GAA850 FXN act 6.3, ADAM10 inh 1.3, GC-B act -8.9 and NPR1 activator 18.8.
For Cc1ccc(C)c(N(CC(=O)N/N=C/c2ccc(-c3ccc([N+](=O)[O-])cc3)o2)S(=O)(=O)c2ccccc2)c1 the results were proKLK7 act -0.3, ASAP1 GAP inh -8.0, Tn6 DDE FP -9.7, sPLA2-III inh -2.8, rCAG RNA binder 18.8, ARFGAP1 inhibitor -7.8, GAA850 FXN act 0.0, ADAM10 inh 10.4, GC-B act -1.7 and NPR1 activator 3.3.
CC(=O)CSc1nc2ccc(Nc3nc(N4CCOCC4)nc(N4CCOCC4)n3)cc2s1 was read as proKLK7 act -1.1, ASAP1 GAP inh 12.1, Tn6 DDE FP -3.4, sPLA2-III inh -38.4, rCAG RNA binder 1.7, ARFGAP1 inhibitor 11.7, GAA850 FXN act 0.7, ADAM10 inh 1.8, GC-B act 0.6 and NPR1 activator 5.5.
For C=CCn1cnc2c(c1=O)c1nc3ccccc3nc1n2-c1ccc(C)cc1 the results were proKLK7 act 0.5, ASAP1 GAP inh -2.5, Tn6 DDE FP -11.8, sPLA2-III inh -2.6, rCAG RNA binder 2.1, ARFGAP1 inhibitor -5.7, ADAM10 inh -9.2, GC-B act -7.5 and NPR1 activator 6.4.
For COc1ccc([N+](=O)[O-])cc1N(CC(=O)Nc1ccccc1C(=O)N1CCCC1)S(C)(=O)=O the results were proKLK7 act 0.5, ASAP1 GAP inh 3.8, Tn6 DDE FP 3.5, sPLA2-III inh 2.5, rCAG RNA binder -3.9, ARFGAP1 inhibitor 11.4, GAA850 FXN act 2.7, ADAM10 inh 0.0, GC-B act 3.7 and NPR1 activator 1.9.
For O=C(O)Cc1ccc2c(c1)Cc1cccnc1O2 the results were proKLK7 act -0.2, ASAP1 GAP inh -9.8, Tn6 DDE FP -5.5, sPLA2-III inh 4.7, rCAG RNA binder 1.1, ARFGAP1 inhibitor 7.2, GAA850 FXN act 2.8, ADAM10 inh -3.1, GC-B act -0.1 and NPR1 activator 2.5.
COc1ccccc1NC(=O)NCc1nc(-c2ccc(C(F)(F)F)cc2)no1 was read as proKLK7 act -0.1, ASAP1 GAP inh 1.4, Tn6 DDE FP -0.6, sPLA2-III inh 12.9, rCAG RNA binder -3.8, ARFGAP1 inhibitor 12.1, GAA850 FXN act -1.5, ADAM10 inh -1.1, GC-B act -5.0 and NPR1 activator -1.8.
`Cc1cccc(CSC2=NCCN2S(=O)(=O)c2ccc(F)cc2)c1` gave proKLK7 act -0.3, ASAP1 GAP inh 15.5, Tn6 DDE FP 2.7, sPLA2-III inh -6.3, rCAG RNA binder -2.6, ARFGAP1 inhibitor 0.7, GAA850 FXN act 1.2, ADAM10 inh 19.2, GC-B act 2.1 and NPR1 activator -2.5.
`CCC(=O)Nc1nnc(CSCc2ccc(F)cc2)s1` gave proKLK7 act -0.5, ASAP1 GAP inh 4.3, Tn6 DDE FP 2.5, sPLA2-III inh -1.1, rCAG RNA binder -1.3, ARFGAP1 inhibitor 5.8, GAA850 FXN act 2.0, ADAM10 inh -0.2, GC-B act 2.1 and NPR1 activator 6.5.
Screening COC(=O)c1ccc(NC(=O)Nc2ccccc2C)cc1 returned proKLK7 act -0.4, ASAP1 GAP inh -1.9, Tn6 DDE FP -0.8, sPLA2-III inh -6.7, rCAG RNA binder 6.9, ARFGAP1 inhibitor 4.1, GAA850 FXN act 6.0, ADAM10 inh 5.0, GC-B act 4.2 and NPR1 activator 2.6.
For CCCCCCCCCCCCN1[C@@H](CC(C)=O)c2cc(C(F)(F)F)ccc2S1(=O)=O the results were proKLK7 act 0.0, ASAP1 GAP inh 6.2, Tn6 DDE FP 4.8, sPLA2-III inh 0.9, rCAG RNA binder -1.3, ARFGAP1 inhibitor 1.9, GAA850 FXN act 1.1, ADAM10 inh -5.9, GC-B act 2.8 and NPR1 activator -0.7.
O=C(NCCCN1CCOCC1)c1cc(-c2ccc(F)cc2)no1 was read as proKLK7 act 0.3, ASAP1 GAP inh 4.8, Tn6 DDE FP -5.1, sPLA2-III inh 5.8, rCAG RNA binder -2.6, ARFGAP1 inhibitor 5.5, GAA850 FXN act 6.3, ADAM10 inh -9.1, GC-B act -3.5 and NPR1 activator 12.3.
Cc1cccc(-c2nc(CN3CCN(C(=O)C4CCCO4)CC3)cs2)c1 (configuration not stated) was read as proKLK7 act 0.0, ASAP1 GAP inh 6.7, Tn6 DDE FP 0.4, sPLA2-III inh -4.7, rCAG RNA binder -3.7, ARFGAP1 inhibitor -8.4, GAA850 FXN act 0.0, ADAM10 inh -14.6, GC-B act 1.8 and NPR1 activator 5.0.
`O=C(NCc1ccccc1)NC(=O)c1ccc(Cl)cc1` gave proKLK7 act 0.3, ASAP1 GAP inh 1.9, Tn6 DDE FP -7.0, sPLA2-III inh -0.9, rCAG RNA binder -0.8, ARFGAP1 inhibitor 1.4, GAA850 FXN act -0.8, ADAM10 inh -15.1, GC-B act -0.9 and NPR1 activator -1.3.
`Cn1cccc1/C=N/NC(=O)c1ccc[n+]([O-])c1` gave proKLK7 act 0.5, ASAP1 GAP inh -5.1, Tn6 DDE FP -2.0, sPLA2-III inh 2.6, rCAG RNA binder -1.7, ARFGAP1 inhibitor 5.5, GAA850 FXN act -4.1, ADAM10 inh -3.2, GC-B act -0.3 and NPR1 activator -1.0.
Screening Cc1nc(N2CCN(S(=O)(=O)c3ccccc3)CC2)c2c3c(sc2n1)CC(C)CC3 (configuration not stated) returned proKLK7 act 0.1, ASAP1 GAP inh 10.2, Tn6 DDE FP -0.3, sPLA2-III inh 11.7, rCAG RNA binder 0.7, ARFGAP1 inhibitor 14.0, GAA850 FXN act 0.6, ADAM10 inh 5.6, GC-B act -6.8 and NPR1 activator -2.8.
For Cc1ccc(SCC(=O)Nc2ccc(N3CCN(c4ccccc4)CC3)c(F)c2)cc1 the results were proKLK7 act -0.4, ASAP1 GAP inh -13.0, Tn6 DDE FP -2.7, sPLA2-III inh 1.5, rCAG RNA binder 0.9, ARFGAP1 inhibitor 0.5, GAA850 FXN act -1.0, ADAM10 inh -7.9, GC-B act 7.7 and NPR1 activator 4.0.

Some of these compounds in order of SMILES length, ascending.
Cc1cccc(-c2nc(CN3CCN(C(=O)C4CCCO4)CC3)cs2)c1 (configuration not stated) was read as proKLK7 act 0.0, ASAP1 GAP inh 6.7, Tn6 DDE FP 0.4, sPLA2-III inh -4.7, rCAG RNA binder -3.7, ARFGAP1 inhibitor -8.4, GAA850 FXN act 0.0, ADAM10 inh -14.6, GC-B act 1.8 and NPR1 activator 5.0.
COc1ccccc1NC(=O)NCc1nc(-c2ccc(C(F)(F)F)cc2)no1 was read as proKLK7 act -0.1, ASAP1 GAP inh 1.4, Tn6 DDE FP -0.6, sPLA2-III inh 12.9, rCAG RNA binder -3.8, ARFGAP1 inhibitor 12.1, GAA850 FXN act -1.5, ADAM10 inh -1.1, GC-B act -5.0 and NPR1 activator -1.8.
CC(=O)CSc1nc2ccc(Nc3nc(N4CCOCC4)nc(N4CCOCC4)n3)cc2s1 was read as proKLK7 act -1.1, ASAP1 GAP inh 12.1, Tn6 DDE FP -3.4, sPLA2-III inh -38.4, rCAG RNA binder 1.7, ARFGAP1 inhibitor 11.7, GAA850 FXN act 0.7, ADAM10 inh 1.8, GC-B act 0.6 and NPR1 activator 5.5.
For CCCCCCCCCCCCN1[C@@H](CC(C)=O)c2cc(C(F)(F)F)ccc2S1(=O)=O the results were proKLK7 act 0.0, ASAP1 GAP inh 6.2, Tn6 DDE FP 4.8, sPLA2-III inh 0.9, rCAG RNA binder -1.3, ARFGAP1 inhibitor 1.9, GAA850 FXN act 1.1, ADAM10 inh -5.9, GC-B act 2.8 and NPR1 activator -0.7.
CCN(CC(=O)Nc1c(F)cccc1F)C(=O)C(C)SCc1nc2sc(C)c(C)c2c(=O)[nH]1 (configuration not stated) was read as proKLK7 act -0.6, ASAP1 GAP inh 9.8, Tn6 DDE FP 1.7, sPLA2-III inh 2.7, rCAG RNA binder -4.3, ARFGAP1 inhibitor 6.7, GAA850 FXN act -1.6, ADAM10 inh -22.6, GC-B act -1.9 and NPR1 activator 1.1.
